Keap1 Nrf2 FP = Keap1-Nrf2 (human) interaction inhibition; Q14145; Keap1 Kelch-Nrf2 peptide fluorescence polarization, 1536-well; inhibition, % at 9.4 µM; actives 0.15% (n = 340,000); in the data active means inhibition above about 12%;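 further: human Keap1 Kelch domain with fluorescein labeled Nrf2 9mer peptide probe; 0% = neutral control wells and 100% = peptide positive control; higher means more block of Keap1 binding to Nrf2 peptide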
Wnt bcat act = Wnt/beta-catenin pathway activation | actives 1.2% (n = 300,000) | AID 743398 | activation, % at 9.35 µM | Wnt/beta-catenin reporter cell assay, activator, plate reader; in the data active means activation above about 30%, passing the limit was not always enough;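 further: 0% = neutral control wells and 100% = positive control wells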
RTF Ca sens inh = cardiac RTF calcium desensitization; IANBD-labeled cardiac RTF, Ca2+ fluorescence; inhibition, % at 7.15 µM; actives 0.12% (n = 340,000);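 active means inhibition above the mean inhibition of all tested compounds plus 3 SD, cut at about 17% in these data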;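 further: assay run at fixed EC70 calcium of 1.6 mM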
RTF Ca sens act = cardiac RTF calcium sensitization | actives 0.24% (n = 340,000) | activation, % at 7.2 µM | IANBD-labeled TnC RTF fluorescence at EC20 calcium; 0% EC20 calcium, 100% full calcium | P19429+P45379;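 active means activation above the mean over all tested compounds plus 3 SD, cut at about 30% in these data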;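 further: rise in fluorescence read as greater calcium sensitivity of cardiac thin filaments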
Arr AP2 block = human beta-arrestin and AP2 interaction inhibition | FITC-arrestin peptide / GST-AP2 beads, flow cytometry; AP2 beta2 appendage carries R879A mutation | inhibition, % at 10 µM | actives 0.31% (n = 340,000);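 active means inhibition above a set limit, near 3 SD of compounds lacking own fluorescence, cut at about 54% in these data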;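 further: plate controls were DMSO wells for no effect and 5 µM unlabelled arrestin peptide for full effect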
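Assay system: GST-AP2 R879A bound to glutathione beads, E. coli-expressed; Medium: PBS with 0.05% Tween 20 and 0.1% BSA; Also added: fluorescein-tagged arrestin peptide at 50 nM final; Timing: 12 min plus 1 h, RT; Measured by: flow cytometry, FL1 (488/535 nm); Evaluation: percent drop in bead-associated FITC signal.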
MOR-DOR inv ag = mu-delta opioid heterodimer inverse agonism. P35372+P41143. AID 504357. cell-based MOR-DOR heterodimer luminescence. actives 0.21% (n = 340,000). inhibition, % at 9.3 µM; in the data active means inhibition above about 22%, passing the limit was not always enough;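 further: 0% = cells with DMSO and 100% = wells without cells with DMSO; values of inactives mirror those of a sister screen read the other way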
Target sequence (P35372 whole entry, looked up): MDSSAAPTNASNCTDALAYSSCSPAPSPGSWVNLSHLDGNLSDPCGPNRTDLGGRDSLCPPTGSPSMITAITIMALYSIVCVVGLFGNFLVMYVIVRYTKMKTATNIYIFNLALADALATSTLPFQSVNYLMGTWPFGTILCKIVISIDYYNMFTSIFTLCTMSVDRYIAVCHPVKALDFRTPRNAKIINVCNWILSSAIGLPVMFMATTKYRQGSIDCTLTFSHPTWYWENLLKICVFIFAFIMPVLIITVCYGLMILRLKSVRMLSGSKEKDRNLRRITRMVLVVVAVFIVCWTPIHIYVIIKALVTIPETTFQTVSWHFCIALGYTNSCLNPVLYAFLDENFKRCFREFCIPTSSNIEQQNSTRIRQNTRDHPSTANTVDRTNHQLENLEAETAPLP
Target sequence (P41143 whole entry, looked up): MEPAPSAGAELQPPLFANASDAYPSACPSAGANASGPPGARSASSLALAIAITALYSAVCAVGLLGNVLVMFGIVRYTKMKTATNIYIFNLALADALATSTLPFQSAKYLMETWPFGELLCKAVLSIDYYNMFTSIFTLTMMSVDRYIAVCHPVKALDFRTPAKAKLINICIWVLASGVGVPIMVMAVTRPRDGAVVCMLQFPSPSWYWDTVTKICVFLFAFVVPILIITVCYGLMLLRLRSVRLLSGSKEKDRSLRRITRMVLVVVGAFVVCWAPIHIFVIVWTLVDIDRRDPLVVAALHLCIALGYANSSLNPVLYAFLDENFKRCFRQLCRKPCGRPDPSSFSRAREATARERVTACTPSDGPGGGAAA
Pemphigus Ab inh = blocks pemphigus antibody binding to human desmoglein-3. P32926. actives 0.48% (n = 310,000). binding (percent of control), % at 10 µM. DSG3-coupled beads, scFv-anti-DSG3-GFP binding, flow cytometry; active compounds read low. AID 588358;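 active means binding more than 3 SD below its plate's average and above zero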;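 further: hits lower antibody fragment binding to DSG3; some compounds called inactive have numbers as strong as hits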
C-LANA FP = KSHV C-LANA DNA binding inhibition. MBP-C-LANA/FAM-LBS DNA binding, fluorescence polarization. inhibition, % at 9 µM. actives 0.078% (n = 340,000);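 active means highest replicate inhibition at or above 60% at 9 µM, even if other replicates fall short; inactive means all replicates below 60% inhibition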;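 further: 0% = neutral control wells and 100% = 4 µM acridine orange control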
V-ATPase pHluor = regulators of yeast V-ATPase proton transport; actives 0.37% (n = 350,000); response, % at 10 µM; AID 504577; S. cerevisiae, pHLuorin cytosolic pH fluorescence; in the data active means response mostly above about 7.3%, no sharp cut-off; inactive means mostly below about 5.4%; further: actives read high; inactives centre near 0; some compounds called inactive have numbers as strong as hits; reference of the scale not given here
OPRM1-OPRD1 ag = agonists of human mu-delta opioid receptor heterodimerization; cells, OPRM1-OPRD1 heterodimerization, luminescence; P35372+P41143; actives 0.3% (n = 340,000); activation, % at 9.3 µM; in the data active means activation above about 18%;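 further: 0% = vehicle-treated cells and 100% = reference agonist; values of inactives mirror those of a sister screen read the other way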
Active calls of the source: *; nt = no result given; & = joins results of further samples. The order is random; about 3.1% have a hit in one of these screens.

item	SMILES	Keap1 Nrf2 FP	Wnt bcat act	RTF Ca sens inh	RTF Ca sens act	Arr AP2 block	MOR-DOR inv ag	Pemphigus Ab inh	C-LANA FP	V-ATPase pHluor	OPRM1-OPRD1 ag
1	COCCCn1c(CCC(=O)O)ccc1-c1cccs1	-4	nt	-5	-3	8	10	108	2.3	0	-2.3
2	N#C/C(=C\c1ccncc1)C(N)=O	-5	-1	-9	4	-3	9	106	2.2	6	-1.9
3	COc1ccc(CCNC(=O)CCNC(=O)N2CC(=O)Nc3ccccc32)cc1OC	-3	0	0	4	-12	1	nt	0.3	0	-0.1
4	O=c1c(-c2ccccc2)c(O)c2cccc3c2n1CCC3	3	4	-6	-1	-1	-5	111	-0.6	3	1.0
5	CCCCNC(=O)Oc1ccc(C(=O)N2c3ccccc3NC(=O)C2C)cc1 (centres undefined)	-3	0	-1	0	-11	15	nt	0.4	0	-3.4
6	COCCCNC(=O)Cn1ccc(NC(=O)OCc2ccccc2)nc1=O	0	-1	-1	0	4	11	102	-1.3	2	-1.9
7	Cc1nn(Cc2cccc(C(=O)Nn3cc([N+](=O)[O-])cn3)c2)c(C)c1[N+](=O)[O-]	-5	-1	-4	6	1	5	116	0.5	-1	-0.9
8	Cc1cc(-c2ccc(S(=O)(=O)Nc3ccc(C#N)cc3)s2)on1	-4	0	-14	-2	41	9	nt	-0.8	-5	-1.7
9	COc1ccc(C(=O)Nc2nnc(C3=COCCO3)o2)cc1	-5	0	-10	-4	5	5	nt	-1.0	0	-0.9
10	CN(C)CCN1C(=O)C(=O)/C(=C(/O)c2ccc(F)cc2)C1c1ccccc1 (centres undefined)	-2	nt	2	3	7	-3	96	0.9	2	0.6
11	CC(=O)c1cccn1S(=O)(=O)c1ccccc1	0	0	-8	3	7	13	100	-2.0	2	-2.9
12	COc1ccc(C2N=C(N)N=C(N)N2c2ccccc2)cc1OC (centres undefined)	-3	nt	6	-3	-1	-9	102	0.8	0	1.5
13	CNc1nc(C)cc(C)c1S(=O)(=O)c1ccc(Cl)cc1	-3	nt	9	-3	0	-12	81	0.4	3	2.1
14	COc1ccc(CCNC(=O)Cn2nnc(C(=O)Nc3ccc(Br)cc3)c2N)cc1OC	4	4	-2	1	24	1	95	-0.4	-13	-0.1
15	N#C/C(=C/c1cccnc1)c1ccccc1	-3	-1	4	2	-11	14	121	-7.5	1	-2.8
16	Cc1ccccc1NC(=O)N1CCNC(=O)C1CC(=O)Nc1cc(Cl)ccc1Cl (centres undefined)	-4	4	-7	-4	2	2	113	-0.2	-3	-0.4
17	CNC(=O)Cn1c(C)cc(=O)c2cccc(OC)c21	nt	1	nt	nt	10	nt	101	nt	6	nt
18	COc1ccc(OC)c(S(=O)(=O)N2CCC(C(=O)Nc3ccccc3)CC2)c1	-1	-2	4	-9	-7	15	93	1.3	2	-2.9
19	CC(=O)c1ccc(NC(=S)NCc2cccnc2)cc1	0	0	-2	1	11	14	96	-0.5	1	-2.7
20	c1ccc2c3c([nH]c2c1)-c1[nH]ncc1CC3	-4	nt	4	-8	1	-50	117	-1.4	1	8.4

2 compounds drawn at random from the list so far:
item	SMILES	Keap1 Nrf2 FP	Wnt bcat act	RTF Ca sens inh	RTF Ca sens act	Arr AP2 block	MOR-DOR inv ag	Pemphigus Ab inh	C-LANA FP	V-ATPase pHluor	OPRM1-OPRD1 ag
4	O=c1c(-c2ccccc2)c(O)c2cccc3c2n1CCC3	3	4	-6	-1	-1	-5	111	-0.6	3	1.0
18	COc1ccc(OC)c(S(=O)(=O)N2CCC(C(=O)Nc3ccccc3)CC2)c1	-1	-2	4	-9	-7	15	93	1.3	2	-2.9

The listing continues:
item	SMILES	Keap1 Nrf2 FP	Wnt bcat act	RTF Ca sens inh	RTF Ca sens act	Arr AP2 block	MOR-DOR inv ag	Pemphigus Ab inh	C-LANA FP	V-ATPase pHluor	OPRM1-OPRD1 ag
21	Cc1cc(/C=C2/NC(=O)N(Cc3ccccc3F)C2=O)c(C)n1C(C)C	-7	-1	-1	11	5	0	85	0.4	2	0.1
22	CC(C)(C)OC(=O)NCCCCCNC(=O)c1[nH]cnc1C(=O)Nc1ccccc1	-5	0	-14	5	8	-26	106	0.5	-2	4.6
23	CC(C[N+](C)(C)C)OC(N)=O (centres undefined)	3	0&0	9	0	1	7	104	-5.1	4	-1.3
24	CC(C)CC(NC(=O)c1ccc(Cl)cc1Cl)C(=O)O (centres undefined)	-1	nt	-4	-11	0	-10	101	-1.4	-6	1.8
25	O=C(O)CCCC(=O)N1CCN(c2cccc(Cl)c2)CC1	3	-5	-8	1	4	6	107	0.2	7	-1.1
26	Cc1csc2nc3ccccc3c(=O)n12	1	nt	-7	2	3	2	100	-3.2	-3	-0.3
27	O=C(CSc1ccc(Cl)cc1)Nc1nnc(-c2ccco2)o1	-7	3	-5	-3	-1	25	102	0.1	0	-5.2
28	CCn1c2ccccc2c2cc(/C(C)=N/O)ccc21	-1	-2	-2	2	21	-15	103	1.7	-2	3.0
29	COC(=O)C1=C(N)OC2=C(C(=O)CC(C)(C)C2)C1c1cc2c(cc1Cl)OCO2 (centres undefined)	-3	2	1	2	-6	10	100	-1.9	-3	-1.7
30	Cc1cc(C)cc(NC(=O)C(NCCN2CCOCC2)c2ccccc2)c1 (centres undefined)	-4	-2	2	-3	-6	18	113	0.2	1	-3.7
31	O=C(NCC(=O)N1CCN(C(=O)c2ccco2)CC1)c1ccc(Cl)cc1	-4	2	-10	-1	-10	9	105	-0.3	-4	-1.7
32	CCCCOC(=O)C1=C(C)NC2=C(C(=O)CCC2)C1c1cc(OC)ccc1OC (centres undefined)	0	6	4	5	-2	15	nt	0.3	-1	-2.8
33	O=C(NC(=S)NNC(=O)c1cnccn1)c1ccc(F)cc1	-5	0	8	2	16	11	96	1.5	1	-2.0
34	CCc1nnc(NC(=O)CSc2nnc(CNc3cccc(C)c3)n2-c2ccccc2)s1	0	-1	-30	11	5	-8	nt	-0.6	0	1.4
35	O=C(NC(=O)N1CCCCCC1)c1ccc(Cl)cc1	3	1	3	5	-2	20	100	0.1	-1	-3.8
36	O=C(NCCS(=O)(=O)N1CCN(c2ccccc2F)CC1)c1ccc(Cl)cc1	0	1	-31	-8	22	-8	107	0.6	2	1.2
37	COc1ccc(NC(=O)CCSc2nc(C)cs2)cc1	0	-6	-15	4	34	6	101	-2.1	4	-1.2
38	COc1ccc(OC)c(NC(=O)c2cc3n(n2)C(C(F)(F)F)CC(c2ccc4c(c2)OCO4)N3)c1 (centres undefined)	-6	nt	-9	4	-7	10	103	-0.2	5	-1.9
39	Cc1cc(C(=O)NNC(=O)CN2C(=O)NC3(CCCCC3)C2=O)c(C)o1	3	-3	-9	1	-5	-2	102	-0.4	0	0.4
40	COC(=O)CN(c1cccc(C(C)=O)c1)S(C)(=O)=O	0	-1	-2	-6	12	-10	119	-1.0	-7	1.7

In the list so far, these have an aryl thioether with sulfur outside any ring:
item	SMILES	Keap1 Nrf2 FP	Wnt bcat act	RTF Ca sens inh	RTF Ca sens act	Arr AP2 block	MOR-DOR inv ag	Pemphigus Ab inh	C-LANA FP	V-ATPase pHluor	OPRM1-OPRD1 ag
27	O=C(CSc1ccc(Cl)cc1)Nc1nnc(-c2ccco2)o1	-7	3	-5	-3	-1	25	102	0.1	0	-5.2
34	CCc1nnc(NC(=O)CSc2nnc(CNc3cccc(C)c3)n2-c2ccccc2)s1	0	-1	-30	11	5	-8	nt	-0.6	0	1.4
37	COc1ccc(NC(=O)CCSc2nc(C)cs2)cc1	0	-6	-15	4	34	6	101	-2.1	4	-1.2

Going on with the list.
Values in the order – Keap1 Nrf2 FP	Wnt bcat act	RTF Ca sens inh	RTF Ca sens act	Arr AP2 block	MOR-DOR inv ag	Pemphigus Ab inh	C-LANA FP	V-ATPase pHluor	OPRM1-OPRD1 ag
[41] COC(=O)c1sc(NC(=O)c2cc(-c3ccccc3)nc3ccccc23)c(C#N)c1C
→ 1	nt	-1	1	31	-17	53	1.0	1	3.5
[42] Cc1[nH]n(C)c(=O)c1C(=O)c1c(-c2c(Cl)cccc2Cl)noc1C
→ -47	4	5	10	-6	4	98	-0.1	0	-0.7
[43] Cc1cccc(NC(=O)C(C)C(=O)c2ccccc2)c1 (centres undefined)
→ -2	0	3	13	14	14	114	-1.5	0	-2.7
[44] Cc1cc2c(NCc3ccccc3)ncnc2s1
→ -1	-1	-9	3	29	4	112	-0.8	-2	-0.8
[45] CN(CC(=O)Nc1ccc(F)cc1)C(=O)c1cc2c(s1)CCCCC2
→ -4	1	-8	-1	6	0	106	-0.6	-1	0.0
[46] Cc1ccc(-c2csc(N(CCO)CCCn3c(C(F)(F)F)nc4ccccc43)n2)cc1
→ -5	-1	0	11	4	-11	nt	-0.3	-3	1.9
[47] O=C(Nc1ccccc1Sc1ccccc1)c1ccccc1
→ -6	nt	5	-4	10	-31	nt	-1.3	2	5.2
[48] Cc1nc(C)c(NC(=O)OC(C)C)cc1NC(=O)OC(C)C
→ -1	-5	-19	-1	6	-10	100	-0.3	1	1.4
[49] CC(C)(C)C1CCc2sc(C(=O)NNC(=O)CCl)cc2C1 (centres undefined)
→ -2	7	-8	6	2	-197	96	-1.1	-3	38*
[50] Cc1ccc(-n2nc3c(c2NC(=O)c2cccs2)CS(=O)(=O)C3)cc1
→ 1	2	-9	3	34	23	nt	0.3	-6	-4.5
[51] O=c1oc2ccccc2cc1-c1cn2cccnc2n1
→ -2	nt	2	-5	-3	3	105	1.3	-1	-0.5
[52] CC(=O)NC(CC(=O)OCC(=O)Nc1cc(S(=O)(=O)N2CCCCC2)ccc1C)c1ccccc1 (centres undefined)
→ 0	-1	-3	0	13	7	109	0.0	5	-1.6
[53] Cc1cc(C)nc(N/N=C/c2cn[nH]c2-c2ccccc2)n1
→ 1	8	-1	-1	2	1	nt	0.8	-3	-0.2
[54] COc1ccc(C(=O)OC(C)C(=O)Nc2cc(C(F)(F)F)ccc2Cl)c(OC)c1OC (centres undefined)
→ 0	2	2	-5	-2	-12	100	-0.8	-2	2.7
[55] N=C1CCC(=N)c2c1c(O)c1ccccc1c2O
→ 1	nt	-1	1	33	-31	95	21	-3	5.9
[56] Cc1[nH]n(C(N)=S)c(=O)c1N=Nc1cccc([N+](=O)[O-])c1C
→ 0	nt	-2	-1	15	5	98	0.5	-3	-1.1
[57] CC(=O)C[C@@H](O)CC(=O)[C@H]1OC(=O)[C@H](C)CCCCc2ccccc21
→ 3	-4	-11	9	11	6	93	-0.6	0	-1.4
[58] Cc1ccc(-c2csc(/C=C3\SC(C)C(=O)N3CC(=O)Nc3ccccc3F)n2)cc1 (centres undefined)
→ -3	2	-4	2	8	-8	90	0.2	0	1.5

Source: PubChem BioAssay
